Screens: PubChem, several laboratories
OPRM1-OPRD1 inv = inverse agonists of human mu-delta opioid receptor heterodimerization; cell-based MOR-DOR heterodimer luminescence, inverse agonism; 340,000 compounds, 0.21% hits; inhibition, % at 9.3 µM; P35372+P41143; in the data active = inhibition above about 22%, passing the limit was not always enough;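 note: 0% = cells with DMSO and 100% = wells without cells with DMSO; values of inactives mirror those of a sister screen read the other way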
HTR5A ag ctr = counter-screen for OPRM1-OPRD1 agonists: human HTR5A agonism; HTR5A agonist assay, luminescence, cell-based; activation, % at 9.3 µM; 340,000 compounds, 0.61% hits; in the data active = activation mostly above about 9.5%, no sharp cut-off; inactive = mostly below about 7.6%;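 note: 0% = cells with vehicle only and 100% = reference agonist; strong numbers were not always called active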
Target sequence (P47898 whole entry, looked up): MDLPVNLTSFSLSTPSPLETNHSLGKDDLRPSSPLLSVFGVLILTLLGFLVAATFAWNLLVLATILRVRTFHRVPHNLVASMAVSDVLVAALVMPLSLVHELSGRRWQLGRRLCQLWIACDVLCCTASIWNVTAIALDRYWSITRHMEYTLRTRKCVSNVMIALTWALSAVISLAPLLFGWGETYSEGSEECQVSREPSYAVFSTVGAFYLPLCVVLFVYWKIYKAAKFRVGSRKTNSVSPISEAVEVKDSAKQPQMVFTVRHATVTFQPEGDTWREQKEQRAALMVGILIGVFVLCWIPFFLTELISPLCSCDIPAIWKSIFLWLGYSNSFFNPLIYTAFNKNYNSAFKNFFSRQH
Arr AP2 block = human beta-arrestin and AP2 interaction inhibition. inhibition, % at 10 µM. AID 504490. FITC-arrestin peptide / GST-AP2 beads, flow cytometry; AP2 beta2 appendage carries R879A mutation. 340,000 compounds, 0.31% hits;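 active = inhibition above a set limit, near 3 SD of compounds lacking own fluorescence, cut at about 54% in these data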;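 note: plate controls were DMSO wells for no effect and 5 µM unlabelled arrestin peptide for full effect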
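System: GST-AP2 R879A glutathione beads. Medium: PBS with 0.05% Tween 20 and 0.1% BSA. Also added: FITC-arrestin peptide, 50 nM. Incubation: 12 min plus 1 h, RT. Measured by: high-throughput flow cytometry of beads, ex 488, em 535 nm. Evaluation: percent drop in bead-associated FITC signal.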
V-ATPase pHluor = yeast V-ATPase proton transport regulation by pHLuorin; S. cerevisiae, pHLuorin cytosolic pH fluorescence; response, % at 10 µM; 350,000 compounds, 0.37% hits; in the data active = response mostly above about 7.3%, no sharp cut-off; inactive = mostly below about 5.4%; note: actives read high; inactives centre near 0; some compounds called inactive have numbers as strong as hits; reference of the scale not given here
Pemphigus Ab inh = human desmoglein-3 autoantibody binding inhibition; P32926; binding (percent of control), % at 10 µM; 310,000 compounds, 0.48% hits; DSG3-coupled beads, scFv-anti-DSG3-GFP binding, flow cytometry; active compounds read low;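 active = binding more than 3 SD below its plate's average and above zero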;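 note: hits lower antibody fragment binding to DSG3; some compounds called inactive have numbers as strong as hits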
DAGLB inh = blocks human DAGLB lipase activity | Q8NCG7 | HEK293T DAGLB membrane lysate, EnzChek fluorogenic substrate | inhibition, % at 5.17 µM | 340,000 compounds, 0.059% hits | AID 504411; in the data active = inhibition above about 34%;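 note: 0% = enzyme with vehicle and 100% = wells lacking enzyme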
PKA-R1A act = activators of PKA-R1A complex. 340,000 compounds, 0.083% hits. P00514+P68181. activation, % at 11.4 µM. PKA-R1A dissociation, Cy5-IP20 fluorescence polarization; scaled: DMSO 0%, 113 µM cGMP 100%;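 active = percent activation above the mean of all tested compounds plus 3 SD, cut at about 19% in these data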;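 note: higher means more PKAc released from R1A so a rise in polarization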
MOR-DOR ag = OPRM1-OPRD1 heterodimerization agonism; cells, luminescence; activation, % at 9.3 µM; 340,000 compounds, 0.3% hits; AID 504326; in the data active = activation above about 18%;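 note: 0% = vehicle-treated cells and 100% = reference agonist; values of inactives mirror those of a sister screen read the other way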
PKA-R2B act = activates the human PKA-R2B holoenzyme complex | activation, % at 11.4 µM | PKA-R2B holoenzyme dissociation, Cy5-IP20 fluorescence polarization; R2B truncated from residue 108, S112A mutant; 0% DMSO only, 100% 113 µM cGMP | 340,000 compounds, 0.079% hits | P22694+P31323;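 active = activation above a cutoff set at the mean over all compounds plus 3 SD, cut at about 18% in these data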;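 note: higher means more holoenzyme dissociation and a rise in polarization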
Target sequence (P31323 whole entry, looked up, other chains not shown, the tested form may be a part): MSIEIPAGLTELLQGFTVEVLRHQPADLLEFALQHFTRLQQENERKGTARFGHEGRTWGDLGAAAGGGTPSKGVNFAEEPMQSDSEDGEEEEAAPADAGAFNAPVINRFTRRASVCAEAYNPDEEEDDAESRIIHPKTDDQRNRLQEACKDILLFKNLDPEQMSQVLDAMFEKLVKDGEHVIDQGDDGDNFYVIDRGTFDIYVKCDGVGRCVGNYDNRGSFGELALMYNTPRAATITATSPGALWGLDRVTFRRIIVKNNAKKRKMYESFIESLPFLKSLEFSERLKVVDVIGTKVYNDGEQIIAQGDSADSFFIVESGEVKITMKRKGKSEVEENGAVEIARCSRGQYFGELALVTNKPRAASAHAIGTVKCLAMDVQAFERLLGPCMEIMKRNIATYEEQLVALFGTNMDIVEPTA
HTR5A inv ag = HTR5A inverse agonism, opioid heterodimer counter-screen; 340,000 compounds, 0.083% hits; inhibition, % at 9.3 µM; P47898; HTR5A cell line, luminescence; in the data active = inhibition mostly above about 23%, no sharp cut-off; inactive = mostly below about 18%;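 note: 0% = cells with DMSO and 100% = no-cell wells with DMSO; some compounds called inactive have numbers as strong as hits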
* = called active by the depositor; · = not tested or not shown. Random draw from the library. Share with any hit: about 2.4%.

SMILES	OPRM1-OPRD1 inv	HTR5A ag ctr	Arr AP2 block	V-ATPase pHluor	Pemphigus Ab inh	DAGLB inh	PKA-R1A act	MOR-DOR ag	PKA-R2B act	HTR5A inv ag
CCN(CC)C(=O)CN1CCN(c2ccccc2F)CC1	4	-1	-5	-1	97	0	-4	-0.6	-4	7
O=C(Cn1ccnc1)c1ccc(Cl)cc1	-2	-1	55*	-3	94	-1	12	0.4	-1	3
Cc1cc(C)c(S(C)(=O)=O)c(Oc2ccc(C(C)(C)C)cc2)n1	-36	9	-22	0	105	-3	6	6.2	-7	-21
COC(=O)C1=NN[C@H](C(=O)OC)[C@H]1c1ccccc1	-3	2	37	5	102	2	2	0.6	6	10
Cc1c(C(=O)N2CCCCCC2)c(S(=O)(=O)Nc2cccc(F)c2)c(C)n1C	19	3	-10	3	·	-2	-4	-3.7	-2	19
O=C1c2ccc3c4c(ccc(c24)C(=O)N1c1ccc(O)cc1)C(=O)N(c1ccc(O)cc1)C3=O	-54	6	3	1	102	-1	-3	10	-10	-16
Cc1ccc(S(=O)(=O)NCC(=O)NCC(=O)OCC(=O)N2CC(=O)Nc3ccccc32)cc1C	13	-1	12	-2	98	0	6	-2.8	1	3
Cc1cccc(NC(=O)CNC(=O)CN2C(=O)NC3(CCCCC3C)C2=O)c1C (configuration not stated)	13	3	11	-2	94	4	11	-2.0	-4	9
Cc1[nH]c(=S)c(C#N)c(-c2ccccc2)c1C(=O)Nc1ccccc1	10	-3	-14	-4	107	1	-6	-2.0	0	-18
CCOC(=O)N1CCN(C(=O)c2ccc3c(c2)N(Cc2ccccc2)CCS3)CC1	-7	7	5	5	108	1	4	1.1	-21	-2
CCCn1c(SCC(=O)Nc2nccs2)nnc1-c1cccnc1	11	0	4	-5	75	0	0	-1.9	-1	11
Brc1ccccc1CN1CCC(Cc2ccccc2)CC1	-20	3	9	4	106	-8	-10	4.2	3	-12
Cc1cc2ncn(S(=O)(=O)c3ccc(F)cc3)c2cc1C	6	0	-5	2	113	1	-2	-1.1	4	2
O=C(N/C(=C/c1ccccc1)C(=O)N1CCOCC1)c1ccc([N+](=O)[O-])cc1	6	5	-9	1	103	0	10	-1.1	-2	-13
Cc1ccc(-c2n[nH]c3c2C(c2cccc(O)c2)N(c2ccc(C(=O)O)cc2)C3=O)cc1 (configuration not stated)	-4	-10	-12	1	100	2	5	0.7	2	-14
Cc1ccccc1C(=O)/C=C1/c2ccccc2CC(C)(C)N1C	0	8	-9	-2	103	0	-11	-0.1	4	-8
CCN(CC)CCN(Cc1cc2cc3c(cc2[nH]c1=O)OCCO3)C(=S)NCCOC	·	·	·	-2	106	-6	0	·	1	·
NC(=O)c1ccc(NC(=O)CN2CCN(Cc3ccccc3)CC2)cc1	7	6	8	2	91	1	2	-1.2	0	-22
COc1cccc(OCc2cc(C(=O)N(C)C3CCCCC3)no2)c1	·	·	·	1	101	-7	3	·	-4	·
COc1ccc(NC(=O)Nc2ccc(C)cc2OC(F)F)cc1OC	10	1	-5	2	107	-1	-9	-1.6	-2	-4
CC(C)c1nnc(NC(=O)CSc2ncn[nH]2)s1	7	-8	20	0	103	-2	-3	-1.2	-3	-12
CC1CCN(CC(CS(=O)(=O)c2ccc([N+](=O)[O-])cc2)N2CCC(C)CC2)CC1 (configuration not stated)	4	0	25	-1	96	1	7	-0.8	-1	0
CCOC(=O)c1ccc(NC2c3ccccc3C(=O)N2c2ccccn2)cc1 (configuration not stated)	9	3	8	-3	99	1	-26	-1.5	-2	-9
C=CCn1nc2ccccc2c1OCCO	6	-1	2	0	107	2	0	-1.0	-2	13
CC(C)C(=O)Nc1ccc(NC(=O)c2cccc3c(Br)cccc23)cc1	9	-3	-9	-1	100	-1	-12	-2.0	-2	10

Part of the list above in order of formula weight, low to high:
SMILES	OPRM1-OPRD1 inv	HTR5A ag ctr	Arr AP2 block	V-ATPase pHluor	Pemphigus Ab inh	DAGLB inh	PKA-R1A act	MOR-DOR ag	PKA-R2B act	HTR5A inv ag
CCN(CC)C(=O)CN1CCN(c2ccccc2F)CC1	4	-1	-5	-1	97	0	-4	-0.6	-4	7
CCOC(=O)N1CCN(C(=O)c2ccc3c(c2)N(Cc2ccccc2)CCS3)CC1	-7	7	5	5	108	1	4	1.1	-21	-2
O=C1c2ccc3c4c(ccc(c24)C(=O)N1c1ccc(O)cc1)C(=O)N(c1ccc(O)cc1)C3=O	-54	6	3	1	102	-1	-3	10	-10	-16

Ordered by value in Pemphigus Ab inh (high to low): 4 from the list above
SMILES | Pemphigus Ab inh
Cc1[nH]c(=S)c(C#N)c(-c2ccccc2)c1C(=O)Nc1ccccc1 | 107
Cc1ccccc1C(=O)/C=C1/c2ccccc2CC(C)(C)N1C | 103
COc1cccc(OCc2cc(C(=O)N(C)C3CCCCC3)no2)c1 | 101
CC1CCN(CC(CS(=O)(=O)c2ccc([N+](=O)[O-])cc2)N2CCC(C)CC2)CC1 (configuration not stated) | 96

Carrying on.
SMILES	OPRM1-OPRD1 inv	HTR5A ag ctr	Arr AP2 block	V-ATPase pHluor	Pemphigus Ab inh	DAGLB inh	PKA-R1A act	MOR-DOR ag	PKA-R2B act	HTR5A inv ag
CC1CN(Cc2cn(C)nc2-c2ccc(Oc3ccccc3)cc2)CCN1C (configuration not stated)	-8	2	16	3	101	-1	-9	1.7	-4	38
COc1cc(C(=O)N=c2sccn2C)c([N+](=O)[O-])cc1OC	13	-1	-14	-2	119	-1	-3	-2.4	-17	13
CCOc1ccc(NS(=O)(=O)c2ccc(C(=O)NCC3(N4CCCCC4)CCCCC3)cc2)cc1	0	-2	23	-2	106	5	0	0.0	8	8
Cc1ccc(C)c(CNS(=O)(=O)c2c(C(=O)N3CCCC3)c(C)n(C)c2C)c1	9	2	-4	0	97	-1	1	-1.7	4	-7
CCOc1ccc(C(=O)NC(C)(C)CC)cc1	12	2	40	3	89	-3	-3	-2.4	-1	-5
O=C(Nn1cnnc1)c1csc2ccccc12	7	0	4	-6	96	-4	-6	-1.3	-2	-1
NNC(=O)CN1C(CN2CCOCC2)=Nc2ccc(Br)cc2C1c1ccccc1 (configuration not stated)	-6	1	37	2	98	1	-1	1.0	0	-4
C1=C(c2ccc(-c3ccccc3)cc2)Nc2ncnn2C1c1ccco1 (configuration not stated)	6	1	-2	-5	111	-97	3	-1.5	2	-12
CN(c1ccccc1N(C)S(=O)(=O)c1ccccc1)S(=O)(=O)c1ccccc1	16	2	36	-4	116	-2	-3	-3.2	0	-8
C=C(C)CNC(=O)CCc1nnc(C2(c3ccc(Cl)cc3)CCC2)o1	22	-2	6	-1	96	2	7	-4.4	-8	4
O=C(O)CN1C(=O)/C(=C\c2cccc(OCc3ccc(Cl)cc3)c2)SC1=S	4	4	-7	-1	113	9	5	-0.9	-8	-14
O=C1CC(c2ccccc2)Sc2nc3ccccc3n21 (configuration not stated)	-4	-2	-2	-2	117	-7	-16	0.7	-13	4
CC(=O)N1CCN(CC(=O)Nc2ccccc2C(=O)NCc2ccc(C)cc2)CC1	-10	0	19	-1	104	-2	6	1.2	-2	-12
COC(=O)[C@H](CCSC)NC(=O)NCc1ccccc1F	-7	1	-2	1	105	3	-4	1.3	13	3
N#CC1=C(N)NC(SCC(=O)Nc2ccccc2)=C(C#N)C12CCCC2	9	5	5	-7	103	0	4	-2.3	-10	12
COc1cc(C(=O)Nc2ccc(O)cc2C(=O)O)ccc1OC(C)=O	15	-3	-3	-2	101	-2	2	-2.7	-6	13
CCCCn1c(N)c(N(CC(C)C)C(=O)C2CCN(S(=O)(=O)c3ccc(OCC)cc3)CC2)c(=O)[nH]c1=O	7	-7	0	-3	103	0	-13	-1.2	-21	-15
Cc1ccc(C)c(N2CCN(c3ccc4cc(S(=O)(=O)N5CCCCC5)ccc4n3)CC2)c1	4	0	5	-6	·	-2	-8	-0.8	-17	-13
CC(=O)c1ccc(OCCCC(=O)NC2=NCCS2)cc1	16	-2	-3	0	99	-2	12	-3.0	-8	4
CCOc1ccc(NC(=O)CCN2CCCCC2)cc1	-1	4	3	2	97	2	-1	0.3	9	-10
CCS(=O)(=O)N1CCC(C(=O)NCCCN2CCCC2)CC1	4	-4	-4	0	104	1	1	-0.6	-3	-7
O=C(CN1CCN(c2ccccn2)CC1)Nc1ccc(OCc2ccccc2)cc1	3	-1	9	3	94	-3	-11	-0.6	-1	4
COc1ccc(NC(=O)Cn2c(=O)cnc3ccccc32)cc1S(=O)(=O)N1CCCCC1	9	-1	-4	2	104	-2	-5	-1.3	12	4
O=C(CC1(O)C(=O)Nc2ccccc21)c1ccccc1 (configuration not stated)	12	8	4	1	98	3	1	-2.3	3	-23
O=C(O)c1ccc(S(=O)(=O)N2CCCCCC2)cc1	7	7	-3	0	·	1	7	-1.1	3	10

Filtered by structure, the entries above containing a nitro group on carbon (three)
SMILES	OPRM1-OPRD1 inv	HTR5A ag ctr	Arr AP2 block	V-ATPase pHluor	Pemphigus Ab inh	DAGLB inh	PKA-R1A act	MOR-DOR ag	PKA-R2B act	HTR5A inv ag
O=C(N/C(=C/c1ccccc1)C(=O)N1CCOCC1)c1ccc([N+](=O)[O-])cc1	6	5	-9	1	103	0	10	-1.1	-2	-13
CC1CCN(CC(CS(=O)(=O)c2ccc([N+](=O)[O-])cc2)N2CCC(C)CC2)CC1 (configuration not stated)	4	0	25	-1	96	1	7	-0.8	-1	0
COc1cc(C(=O)N=c2sccn2C)c([N+](=O)[O-])cc1OC	13	-1	-14	-2	119	-1	-3	-2.4	-17	13

Going on with the list.
SMILES	OPRM1-OPRD1 inv	HTR5A ag ctr	Arr AP2 block	V-ATPase pHluor	Pemphigus Ab inh	DAGLB inh	PKA-R1A act	MOR-DOR ag	PKA-R2B act	HTR5A inv ag
Cc1ccc(C)c(C(=O)COC(=O)c2ccc(Br)o2)c1	-1	3	-2	-23	·	-10	3	0.2	5	-22
CS(=O)(=O)NN1C(=O)c2ccccc2NC1c1cccc(O)c1 (configuration not stated)	5	0	-12	-3	110	-2	-10	-1.0	0	0
NC(N)=Nc1nc(CCN2C(=O)c3ccccc3C2=O)cs1	12	-3	-5	-1	·	-1	-8	-2.2	3	-12
CC(NC(=O)c1ccc(N)cc1)c1ccccc1 (configuration not stated)	1	-4	8	-1	103	2	2	-0.2	-6	-51
COc1cccc(C(=O)Cn2c(NCCCO)nc3ccccc32)c1	12	2	11	0	95	2	5	-2.5	-3	-6
CCn1c(SCC(=O)Nc2nc(C)c(C(=O)OC)s2)nnc1C(C)C	-12	5	1	6	77	0	12	2.2	3	2
